# Source: PubChem
# BoNT-A LC inh2 = BoNT A light chain protease inhibition. multiplex microsphere protease substrate cleavage, flow cytometry. inhibition, % at 10 µM. 360,000 compounds, 0.17% hits; further: plate controls were buffer without enzyme for full effect and enzyme alone for no effect
# Anthrax LF inh2 = blocks Bacillus anthracis lethal factor protease; P15917; multiplex microsphere protease cleavage assay, LF; inhibition, % at 10 µM; 360,000 compounds, 0.12% hits; further: plate controls were buffer without enzyme for full effect and enzyme alone for no effect
# Target sequence (P15917 whole entry, looked up): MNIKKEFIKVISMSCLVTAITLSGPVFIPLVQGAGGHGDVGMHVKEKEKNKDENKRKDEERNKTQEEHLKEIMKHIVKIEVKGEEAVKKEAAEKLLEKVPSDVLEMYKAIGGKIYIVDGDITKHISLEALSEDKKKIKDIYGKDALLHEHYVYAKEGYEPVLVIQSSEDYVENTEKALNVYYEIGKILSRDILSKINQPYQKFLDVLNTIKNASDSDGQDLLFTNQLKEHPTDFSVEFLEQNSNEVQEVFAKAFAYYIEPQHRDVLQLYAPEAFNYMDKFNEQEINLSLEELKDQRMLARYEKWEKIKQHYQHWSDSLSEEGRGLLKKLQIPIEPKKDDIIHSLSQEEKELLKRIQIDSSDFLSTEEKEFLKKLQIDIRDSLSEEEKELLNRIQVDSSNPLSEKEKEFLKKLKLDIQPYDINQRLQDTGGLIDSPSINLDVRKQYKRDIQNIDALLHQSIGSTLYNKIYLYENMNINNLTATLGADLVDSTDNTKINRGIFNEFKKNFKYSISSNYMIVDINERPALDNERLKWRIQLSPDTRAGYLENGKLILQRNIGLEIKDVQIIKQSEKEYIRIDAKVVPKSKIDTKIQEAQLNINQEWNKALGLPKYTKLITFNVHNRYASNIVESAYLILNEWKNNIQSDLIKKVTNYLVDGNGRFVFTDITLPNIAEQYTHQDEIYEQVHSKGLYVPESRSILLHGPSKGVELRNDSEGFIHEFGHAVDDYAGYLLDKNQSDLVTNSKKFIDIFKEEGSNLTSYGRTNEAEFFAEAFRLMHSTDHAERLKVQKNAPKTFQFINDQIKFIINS
# BoNT F protease = blocks Botulinum neurotoxin F light chain protease; 360,000 compounds, 0.22% hits; Multiplex microsphere protease cleavage assay, flow cytometry; AID 588497; inhibition, % at 10 µM; in the data active means inhibition above about 35%, passing the limit was not always enough; inconclusive means no clear call, values can overlap the other calls; further: plate controls were buffer without enzyme for full effect and enzyme alone for no effect
# PrPC surface inh = inhibitors of human cell surface prion protein PrPC; inhibition, % at 13.8 µM; 370,000 compounds, 0.43% hits; TR-FRET read-out; in the data active means inhibition above about 24%; further: 0% = median of the test wells and 100% = reference compound wells
# Rv3671c protease = inhibitors of M. tuberculosis serine protease Rv3671c | AID 2606 | 320,000 compounds, 0.048% hits | P9WHR9 | inhibition, % at 5.96 µM; in the data active means inhibition above about 38%;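 further: extracellular domain of Rv3671c used as enzyme; 0% = enzyme with DMSO and 100% = no enzyme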
# CCHFV vOTU inh = blocks the CCHF virus ovarian tumor domain protease. AID 651958. CCHFV vOTU protease, Pep-AMC fluorescence. 370,000 compounds, 0.55% hits. inhibition, % at 11.5 µM; in the data active means inhibition above about 30%; further: 0% = vehicle wells with enzyme and 100% = no enzyme wells
# MazF activator = MazEF (E. coli) toxin RNase activation. AID 504720. 350,000 compounds, 0.32% hits. FAM/BHQ RNA-DNA oligo cleavage fluorescence, 5 h. activation, % at 20 µM. P0AE70; in the data active means activation above about 50%
# Target sequence (P0AE70 whole entry, looked up): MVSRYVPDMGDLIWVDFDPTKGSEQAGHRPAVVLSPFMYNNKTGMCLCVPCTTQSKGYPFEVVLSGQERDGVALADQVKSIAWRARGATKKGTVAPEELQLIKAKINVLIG
# VHR inh abs = inhibitors of human VHR1 phosphatase (DUSP3); P51452; recombinant VHR phosphatase, pNPP absorbance; inhibition, % at 13.3 µM; 290,000 compounds, 0.52% hits; in the data active means inhibition above about 50%; further: some compounds called inactive have numbers as strong as hits
# 3CLpro inhibitor = SARS-CoV 3CLpro protease inhibition; P0C6X7; recombinant SARS-CoV 3CLpro, quenched FRET peptide cleavage; inhibition, % at 6 µM; 290,000 compounds, 0.14% hits; AID 1706; in the data active means inhibition above about 12%
# PriA SSB inh = inhibitors of Klebsiella pneumoniae PriA binding to SSB C-terminal tail. AlphaScreen SSBct-PriA binding, biotinylated peptide. inhibition, % at 33 µM. 430,000 compounds, 0.6% hits. AID 1272365; in the data active means inhibition mostly above about 37%, no sharp cut-off; inactive means mostly below about 20%;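 further: plate controls were negative control peptide for no effect and reference peptide for full effect; strong numbers were not always called active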
# * marks the source's active call; other numbers are inactive results; i = inactive; ? = inconclusive; . = no result given; & = joins results of further samples. Unless noted, no stated cut-off is given here; in the data, active means inhibition above about 30%; inconclusive means no clear call, values can overlap the other calls; inactive means below that. Not all compounds are listed, so the mix of outcomes need not match the whole.
Molecule,PriA SSB inh,CCHFV vOTU inh,Anthrax LF inh2,3CLpro inhibitor,BoNT-A LC inh2,MazF activator,BoNT F protease,Rv3671c protease,PrPC surface inh,VHR inh abs
COc1ccc(/C=C2/SC(=O)N(CCNC(=O)C3COc4ccccc4O3)C2=O)cc1 (configuration not stated),-17,6,-1,1,-1.2,10,-5,-7,-7,18
CC1(c2ccccc2Cl)NC(=O)N(CC(=O)NC(=O)NCc2ccco2)C1=O (configuration not stated),-1,-3,5,1,0.6,0,-17,-6,3,0
CN(C(=O)Cc1c(C(=O)O)n(C)c2ccccc12)c1ccc(F)cc1,-18,20,0,1,1.7,3,4,-3,9,21
COc1cccc(C2CC(c3cccs3)=NN2C(=S)Nc2ccccc2)c1OC (configuration not stated),9,15,2,0,5.2,-2,5,-8,-18,0
CCN(CC)CCNC(=O)CCc1nnc2ccc(N3CCC(C)CC3)nn12,-8,8,-3,-1,-2.4,4,-7,-16,4,2
CC(=O)c1cn(Cc2ccc(C#N)cc2)c2ccccc12,-12,-14,1,0,0.2,-9,-1,-6,-3,22
CCc1nnc(NS(=O)(=O)c2ccc(NC(=O)OC)cc2)s1,-9,-3,-1,-2,0.8,-6,-5,0,0,21
CCCCN(C(=O)c1ccc(-c2ccc(Cl)cc2)o1)c1c(N)n(CCC)c(=O)[nH]c1=O,-1,-9,-9,.,-0.3,-15,-2,-3,-1,.
C(=N\Nc1ccccn1)/c1ccc2c(c1)OCCO2,.,3,-8,3,0.6,14,3,1,0,-6
O=C(/C=C/C=C/c1ccc2c(c1)OCO2)N1CCCCC1,-7,-3,3,.,0.7,7,-2,1,-15,.
COC(=O)Cc1ccc(NC(C)=O)cc1,7,-8,3,.,-0.3,13,-3,6,0,.
O=C(CSc1nnc(CNC(=O)c2cccs2)o1)Nc1cccc(C(F)(F)F)c1,-17,9,0,1,-1.1,2,-5,-1,0,-16
CCn1nc(C(=O)OCc2cccc(S(=O)(=O)N(C)C)c2)c2ccccc2c1=O,-13,-2,1,-1,0.3,-3,3,1,6,24
COCCNC(=O)C(=O)NCCN1CCOCC1,1,6,-1,2,-0.4,9,2,3,7,9
O=C1C=C(NCc2ccco2)CCC1,-2,-7,-2,4,0.4,-3,0,0,1,-1
CCCc1cc(=O)n2nc(N3CCC(C(=O)NCc4ccc(C)o4)CC3)sc2n1,-9,7,2,1,0.3,2,-1,-2,-2,6
O=C(Nc1cccc(S(=O)(=O)N2CCOCC2)c1)C12CC3CC(CC(C3)C1)C2,-3,5,-1,.,0.3,10,3,3,-4,.
O=S(=O)(Nc1cccc(-c2cn3c(n2)SCC3)c1)c1ccccc1,18&7,3,-1,1,0.8,1,-2,2,0,-2
CSc1nnc(-c2cc3c(s2)-c2ccccc2CC3)o1,-14,-175,1,-3,1.5,-2,-7,-6,-14,-5
C=CCn1c(SCC(=O)NC2CCS(=O)(=O)C2)nc2scc(C3CC3)c2c1=O (configuration not stated),-12,-3,-1,-2,-1.8,-5,24,-12,-1,32
O=C(Nc1c2c(nn1-c1ccccc1)CS(=O)(=O)C2)c1ccccc1C(F)(F)F,-8,0,0,-2,-0.2,8,-6,2,2,10
O=C(Cc1cccc(NC(=O)C2CCCN(C(=O)C3CCC3)C2)c1)Nc1cccc(C(=O)N2CCCC2)c1 (configuration not stated),-1,11,2,.,0.5,-1,4,1,9,.
O=C(CN1C(=O)c2ccccc2C1=O)NC1(C(=O)O)CCCC1,-14,2,-12,.,0.3,-13,2,.,-1,.
COc1ccccc1-n1c(SCC(=O)Nc2ccc(C)cc2)nc(O)cc1=O,-13,15,1,-1,-0.1,-5,-6,-48,0,29
COc1ccc(CNC(=O)Cn2cccc2C(=O)c2ccccc2)cc1,4,11,0,0,-1.2,3,10,1,2,-4
Cc1[nH]c(=O)c(C#N)c(C)c1[N+](=O)[O-],-11,16,-8,3,-1.8,-4,2,14,-2,18
FC(F)(F)c1ccc(Cl)c(-n2c(Cc3cccs3)n[nH]c2=S)c1,6,-3,16,1,-4.3,3,?,-3,8,-13
CN(Cc1ccccc1Cl)C(=O)C1CCC(=O)N(C2CCCCCC2)C1 (configuration not stated),-4,16,-3,1,-1.9,0,-4,.,2,31
COc1ccc2c(c1)C(SCC(=O)NCCc1ccc(Cl)cc1)CC(C)(C)O2 (configuration not stated),3,10,-4,-1,-0.2,-8,-3,-4,9,8
CCC1CCCCN1S(=O)(=O)c1ccc(NC(=O)C2CCN(C(=O)c3ccco3)CC2)cc1 (configuration not stated),-3,0,-5,-2,-0.1,2,0,3,5,24
CCOC(=O)c1c(C)sc(Sc2ccc(Cl)cc2[N+](=O)[O-])c1OC,-5,3,-6,2,-0.1,0,3,-1,9,6
Cc1ccsc1C(=O)OCC(=O)NCc1cccs1,.,1,-1,.,-0.6,-3,-5,.,2,.
Cc1cccn2cc(-c3cccc(S(=O)(=O)N4CC(C)OC(C)C4)c3)nc12 (configuration not stated),2,0,0,5,1.7,1,7,-5,6,-2
C=CCc1ccc(OCCCCNC2CCCC2)c(OC)c1,10,-3,-1,-2,0.2,12,-2,0,1,17
O=C(CSc1nnnn1-c1ccc(O)cc1)c1ccc(F)cc1,-1,-13,1,2,0.1,11,8,-4,1,4
COc1ccc(C(=O)NCC(=O)NCC(c2ccco2)N(C)C)cc1OC (configuration not stated),-3,5,-2,4,0.3,0,-18,-4,-4,10
O=C(Nc1ccc(N2CCCC2)cc1)c1ccccc1F,19,-11,-38,1,-0.6,13,-97,-5,-22,13
COc1ccc(C=C2NC(=S)NC2=O)cc1,.,0,2,.,-0.1,7,2,.,-9,.
Cc1cc(NC(=O)c2ccc(Cl)cc2)ccc1NC(=O)c1ccccc1Cl,-18,3,-12,-2,4.1,-14,37*,1,2,8
CN(CCc1nc2ccccc2[nH]1)Cc1nc(CC2CC2)no1,-6,-5,0,1,-0.4,4,-7,-4,3,21
Cc1ccc(NC(=O)CSc2nc3ccccc3c(=O)n2CCCC(=O)NCCCN2CCOCC2)cc1,-2,-4,3,0,0.3,4,-7,0,3,4
COCCN1C(=O)N[C@@H](CCc2ccccc2)[C@H](C(=O)OC)[C@H]1C,-9,3,-6,.,-0.4,-5,-4,-7,-1,.
O=C(N[C@@H](Cc1ccccc1)C(=O)OCc1ccccc1)c1nc[nH]c1C(=O)N1CCN(c2ccccc2)CC1,27,19,0,.,-0.2,-1,-2,0,-2,11
COc1ccc(-c2cc(=O)oc3cc4occ(C)c4cc23)cc1,-6,-2,-2,2,1.0,6,1,-1,-4,8
CN(CC(=O)NCC(c1ccccc1)N1CCCC1)S(=O)(=O)c1ccc(Cl)cc1 (configuration not stated),5,-5,-1,.,-0.6,1,-4,1,-7,.
CSc1ncccc1C(=O)OCC(=O)c1cccc(Br)c1,-12,9,-2,4,0.2,-15,-6,0,9,2
O=C1OC(c2ccco2)=N/C1=C\c1ccc(-c2cccc(C(F)(F)F)c2)o1,-7,16,-1,5,1.6,5,2,-2,4,-2
CCC(CC)c1nnc(NC(=O)CN2C(=O)c3ccccc3C2=O)s1,-1,3,-1,2,0.1,3,-3,8,1,17
Cc1ccccc1/C=N/NC(=O)Cn1cnc([N+](=O)[O-])n1,.,1,12,-1,0.5,-4,12,5,-5,4
O=C1C2C3C=CC(C3)C2C(=O)N1Nc1ccc([N+](=O)[O-])cc1[N+](=O)[O-] (configuration not stated),-13,8,-1,-6,-2.3,3,?,-1,-24,-4

# A draw from above in order of molar mass, falling:
Molecule,PriA SSB inh,CCHFV vOTU inh,Anthrax LF inh2,3CLpro inhibitor,BoNT-A LC inh2,MazF activator,BoNT F protease,Rv3671c protease,PrPC surface inh,VHR inh abs
CN(CC(=O)NCC(c1ccccc1)N1CCCC1)S(=O)(=O)c1ccc(Cl)cc1 (configuration not stated),5,-5,-1,.,-0.6,1,-4,1,-7,.
CN(CCc1nc2ccccc2[nH]1)Cc1nc(CC2CC2)no1,-6,-5,0,1,-0.4,4,-7,-4,3,21
C=CCc1ccc(OCCCCNC2CCCC2)c(OC)c1,10,-3,-1,-2,0.2,12,-2,0,1,17

# Next part:
Molecule,PriA SSB inh,CCHFV vOTU inh,Anthrax LF inh2,3CLpro inhibitor,BoNT-A LC inh2,MazF activator,BoNT F protease,Rv3671c protease,PrPC surface inh,VHR inh abs
CNc1c2cccc(C)c2nc2c(C(=O)NCCN(C)C)cccc12,-8,-11,-6,.,1.3,i,-2,.,29*,.
Nc1nc(C2CCCCC2)cs1,1&0,-6,2,-2,-0.7,-2,-5,-1,13,6
O=C(NCCc1nc2ccccc2[nH]1)c1ccc(Cl)c([N+](=O)[O-])c1,6,3,-3,1,0.4,-2,0,0,-49,-2
C[C@H]1CN([C@@H](C)CO)C(=O)CCCn2nncc2CO[C@H]1CN(C)S(=O)(=O)c1ccc(-n2cccn2)cc1,.,7,-8,.,-0.9,6,-10,.,4,.
CCc1ccccc1N=C1SCC(=O)N1C,-2,-5,-5,11,0.7,4,-9,7,3,18
CCN(c1ccccc1)S(=O)(=O)c1ccc(Cl)c(NC(=O)CN(C)Cc2cccc(F)c2)c1,-3,-9,0,.,-3.2,-14,-12,.,-2,.
CC(C)(C)OC(=O)NCCCC[C@H](NC(=O)c1nc[nH]c1C(=O)N1CCc2ccccc2C1)C(=O)OC(C)(C)C,3,16,-4,.,-0.1,4,-2,-2,2,11
COc1ccc(S(=O)(=O)NCc2ccc3c(c2)OCO3)cc1C(=O)O,-10&-4,-18,-12,-2,-0.4,1,-10,-4,-5,30
O=C(O)COCC(=O)N1CCN(c2cc(C(F)(F)F)nc3ccccc23)CC1,-4,-7,0,-1,-3.8,8,3,-2,4,-1
CN(CC(=O)Nc1c(Cl)cccc1Cl)C(=O)CNC(=O)c1sc2ccccc2c1Cl,-8,-3,-2,.,0.0,-10,-11,.,8,.
CC(C)(C)c1ccc(C(=O)N2CCC2(C)C(=O)NCc2cccs2)cc1 (configuration not stated),.,7,-4,.,0.2,.,4,.,6,.
CN1CCN(C(=O)c2ccc(CSc3nc4ccncc4n3Cc3ccc(F)cc3)cc2)CC1,-5,-5,-2,0,0.3,6,3,5,-5,19
Cc1c(Cc2ccccc2)c(=O)oc2cc(OCC(=O)N3CCC(C(=O)O)CC3)ccc12,6,-82,-7,0,-0.3,4,-10,2,-7,21
CCOc1cc(/C=N/n2cnnc2)ccc1OS(=O)(=O)c1ccc(C)cc1,.,14,1,3,0.5,6,-2,6,-4,-8
COC(=O)c1cc2sc(Cl)cc2n1CC(=O)N1CCCc2ccccc21,-7,.,0,-2,0.5,-12,-8,-12,.,5
COc1ccccc1C=C1SC(=S)NC1=O,-2,-1,-4,.,-0.4,-1,-5,.,-6,.
CC(C)c1ccc(NC(=O)c2cnn(-c3ccccc3)c2NC(=O)c2ccco2)cc1,8,16,0,2,0.0,-2,4,-24,2,15
CC(C)Cn1c(N)c(C=O)c(=O)[nH]c1=O,-7,-9,-4,0,0.0,-4,-1,-6,-5,30
CCOC(=O)C1=C(COC(=O)c2ccc(Cl)nc2)NC(=O)NC1C (configuration not stated),-12,0,?,.,4.7,2,4,.,6,.
Cc1ccccc1N1CCN(C(=O)c2ccc(Oc3ccc(C(F)(F)F)cn3)cc2)CC1,0,8,-8,5,-0.4,-3,-3,-3,0,2
O=C(COC(=O)C1CC2CCCC(C1)C2=O)Nc1cccc(F)c1 (configuration not stated),-3,-6,1,.,-1.2,3,5,12,5,.
Cc1ccc(CNC(=O)C(=O)c2cn(CC(=O)N3CCOCC3)c3ccccc23)cc1,-25,5,-3,1,0.3,3,-10,2,-5,28
